Polio RdRp inh = poliovirus RdRp elongation inhibitors, primary screen, biochemical, fluorescence polarization, total intensity; Genome polyprotein (Poliovirus type 1 (strain Mahoney)), P03300; poliovirus polymerase elongation; active compounds read low; % elongation, % (compound at 16.7 µg/mL); hit rate 0.66% among 150,000; in the data active means % elongation below about 90%; further: some results filed as inactive read as strong as hits
Target sequence (P03300 1749-2209 limits assumed): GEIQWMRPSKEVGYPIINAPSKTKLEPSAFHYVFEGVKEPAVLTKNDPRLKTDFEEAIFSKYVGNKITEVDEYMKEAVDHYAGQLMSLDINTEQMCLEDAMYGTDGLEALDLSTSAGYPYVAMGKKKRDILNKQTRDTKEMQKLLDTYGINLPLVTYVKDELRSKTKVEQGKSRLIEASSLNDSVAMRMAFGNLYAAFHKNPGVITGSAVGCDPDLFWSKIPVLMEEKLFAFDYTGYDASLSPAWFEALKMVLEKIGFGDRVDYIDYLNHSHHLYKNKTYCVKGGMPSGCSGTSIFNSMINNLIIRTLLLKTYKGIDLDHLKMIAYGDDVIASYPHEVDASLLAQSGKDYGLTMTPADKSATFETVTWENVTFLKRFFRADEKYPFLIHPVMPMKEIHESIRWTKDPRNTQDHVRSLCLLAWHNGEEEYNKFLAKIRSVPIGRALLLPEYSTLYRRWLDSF
Polio RdRp inh FP z-score = recorded beside Polio RdRp inh, whose call it bears; z-score; measured here: FP z-score; hits read low
* = called active by the depositor. Some of the compounds tested, so the mix of outcomes need not match the whole.

SMILES	Polio RdRp inh	Polio RdRp inh FP z-score
CCC(C)N1CCC(N)=NC1=O (centres undefined)	101	0.4
O=C(Nc1ccc(-n2cnnn2)cc1)c1cccc(S(=O)(=O)N2CCc3ccccc3C2)c1	96	-1.3
COc1ccc(C)cc1NC(=O)c1ccc(=O)n(Cc2ccccc2)c1	99	-1.3
Cc1sc2nc3n(c(=O)c2c1C)N=C(c1ccc(F)cc1)CS3	109	0.8
COc1ccc(-c2noc(CNS(=O)(=O)c3ccccc3)n2)cc1	104	0.4
CC1CC(C)CN(C(=O)CCCc2c[nH]c3ccccc23)C1 (centres undefined)	103	1.2
Cc1cc(Sc2nnc(/N=C/N(C)C)s2)c2ccccc2n1	95	-1.7
COc1ccc(C(=O)NC(Cc2ccccc2)C(=O)N2CCCCC2)cc1 (centres undefined)	104	0.1
CC(=O)c1ccc(NC2=NS(=O)(=O)c3ccccc32)cc1	100	-1.5
CCOc1ccc(-n2c(=O)c3c4c(sc3n(Cc3cccc(Cl)c3)c2=O)CCCC4)cc1	106	0.3
CCc1ccccc1NC(=O)C(=O)NCCc1sc(-c2cccc(C)c2)nc1C	111	0.9
O=C(c1ccc(-n2cccn2)cc1)N1CCCCC1c1nc2ccccc2s1 (centres undefined)	100	-0.2
O=C(NCc1cccs1)C1CCN(c2ccc(S(=O)(=O)N3CCOCC3)cc2Cl)CC1	103	0.4
O=C1C2C=NNC2C(=O)N1Cc1ccccc1 (centres undefined)	99	-0.4
CC(C)NCC(O)COc1ccccc1 (centres undefined)	103	0.4
O=C(Cn1ncc2c([nH]c3ccccc32)c1=O)NCCCN1CCN(c2ccccc2)CC1	108	0.4
CNC(=O)Nc1cc(C(F)(F)F)cc(C(F)(F)F)c1	106	0.2
CN1/C(=C/C(=O)C2CC2)C(C)(C)c2ccccc21	104	1.2
Cc1ccc(O)c(NC(=O)c2noc3c2CCCCC3)c1	103	0
Cc1n[nH]c(C)c1Br	100	0
COC(=O)c1cc2oc3ccccc3c2n1CC(=O)Nc1ccc(C)c(F)c1	105	-0.5
CCN(C(=O)CSc1nc2ccccc2n1CC(=O)NCc1ccc(OC)cc1)c1ccccc1	107	0.2
COc1ccc(C(=O)c2ccc(C)cc2)cc1	101	0.1
COc1ccccc1C(=O)N1CCCCC1CCN1CCOCC1 (centres undefined)	112	1.2
O=C(Nc1ccc(N2CCN(Cc3ccccc3)CC2)cc1)c1ccccc1F	105	1.7
O=C(CC(c1cccs1)N1Cc2ccccc2C1=O)NCc1ccc(CN2CCOCC2)o1 (centres undefined)	102	-0.4
Cc1cc(C)c(NC(=O)C(C)n2c(=O)cc(C)c3c(C)nn(-c4ccccc4)c32)c(C)c1 (centres undefined)	109	0.8
Cc1ccc(S(=O)(=O)NCc2nc3nc(C)cc(C)n3n2)c(C)c1	103	-0.6
COC(=O)c1c(-c2c(Cl)cccc2Cl)noc1NC(=O)NN1CCOCC1	99	-0.5
Cc1ccc(C)c(Cn2c(=O)n(CCCCCC(=O)NCc3ccc4c(c3)OCO4)c(=O)c3sccc32)c1	107	0.3
CCc1nnc(SCc2ccc(F)cc2Cl)c2cc3sc(C)cc3n12	110	0.5
CCOc1ccc(NC(=O)c2c(NCc3cccnc3)sc3c2CCC(C)C3)cc1 (centres undefined)	100	-0.6
CC1CCCCC1NS(=O)(=O)c1cccc2nsnc12 (centres undefined)	103	0.3
CCc1ccc(NC(=NC)c2ccco2)cc1	107	0.5
CCOC(=O)c1cc2nc(Nc3ccc(OC)cc3)sc2s1	103	0.8
CCn1cc(C(=O)OCC(=O)Nc2cc(OC)cc(OC)c2)c(=O)c2ccc(C)nc21	103	-0.7
COC(=O)CNC(=O)c1cn(CC(C)C)c(=O)c2cc(OC)c(OC)cc12	96	-0.6
CCn1c(=O)c(-c2[nH][nH]c(=O)c2/C=N/c2nccs2)c(O)c2ccccc21	99	-0.4
COc1ccc(CNC(=O)C(OC(=O)c2ccco2)c2ccc(C)cc2)cc1 (centres undefined)	101	-0.4
O=c1oc2ccccc2cc1-c1nc(-c2ccc(C(F)(F)F)cc2)no1	101	0.1

Reprinted at random: 2 entries already listed, in no set order.
SMILES	Polio RdRp inh	Polio RdRp inh FP z-score
COc1ccc(C(=O)NC(Cc2ccccc2)C(=O)N2CCCCC2)cc1 (centres undefined)	104	0.1
COc1ccc(-c2noc(CNS(=O)(=O)c3ccccc3)n2)cc1	104	0.4

Additional results
SMILES	Polio RdRp inh	Polio RdRp inh FP z-score
COc1ccc(CCNC(=O)c2ccc3c(c2)N(Cc2ccc(F)cc2)C(=O)c2ccccc2S3(=O)=O)cc1OC	105	-0.1
Cc1ccc(Cl)cc1NC(=O)N1CCC(CN2CCc3ccccc3C2)CC1	104	-0.9
Cc1ccc2cc3c(N)nn(C(=O)c4ccccc4F)c3nc2c1	103	0.4
Cc1ccc(NC(=O)CN2C(=O)COc3ccc(S(=O)(=O)Nc4ccccc4)cc32)c(C)c1	115	1.6
C/C(=N/NC(=O)CC1N=C(Cc2ccccc2)NNC1=O)c1ccco1 (centres undefined)	101	-0.1
c1ccc2[nH]c(CN3CCCCC3)nc2c1	102	0.1
CC1CN(c2nc3ccccc3nc2SCC(=O)NCCc2ccccc2)CC(C)O1 (centres undefined)	104	0.4
CC(=O)Nc1ccc(NC(=O)c2ccc3c(c2)N(Cc2cccc(Cl)c2)C(=O)c2ccccc2S3=O)cc1 (centres undefined)	103	-0.5
CC1CCc2ccccc2N1S(=O)(=O)c1ccc(CCC(=O)O)cc1 (centres undefined)	104	0.3
CCOc1ccccc1CNC(=O)c1sc2ncccc2c1-n1cccc1	101	-1.4
CSc1nc2ccccc2c(=O)n1-c1ccccc1	102	0.2
COC(=O)Cn1cnc2sc(-c3ccccc3)cc2c1=O	104	0
CN1/C(=C\C(=S)NC(=O)c2ccco2)C(C)(C)c2ccccc21	110	1
CCCCN(CCCC)C(=O)C1CCN(S(=O)(=O)c2cccc3nsnc23)CC1	105	-1.2
CC1=NCCN1CCNC(=O)Nc1cc(C)cc(C)c1	110	0.8
COC(=O)c1ccccc1-n1cnc2ccccc2c1=O	100	-0.2
Cn1c(=O)c2nc(NCc3ccccc3)cnc2n(C)c1=O	99	-0.1
Cc1ccc(OCC(=O)Nc2ccc(N3CCOCC3)cc2)c(-n2nc3ccccc3n2)c1	107	0.4
Cc1cccc(N(Cc2cc3ccccc3[nH]c2=O)C(=O)c2cccc(Cl)c2)c1	120	0.3
COc1ccc(Cc2c(C)nn(-c3nc(C)c(C(=O)Nc4ccc(C)cc4C)s3)c2C)cc1	98	-0.6
Cc1cc(=O)oc2cc(OC(=O)c3cc(F)c(F)c(F)c3F)ccc12	104	0.2
O=C(O)COc1ccc(/C=C2/SC(=O)NC2=O)cc1	102	0.1
Cc1ccc(CN2CCCN(CC(=O)Nc3ccc(C)cc3C)S2(=O)=O)cc1	111	1
O=C(Cn1ncc2c(=O)oc3ccccc3c21)NCCN1CCN(c2ccccc2F)CC1	102	0.5
CCC(C)NC(=O)CN1C(=O)C(CC)Sc2ccccc21 (centres undefined)	101	-0.2
CCc1ccccc1NC(=O)c1cc2sc(Cl)cc2n1CC	101	-1
Cc1cccc(CCNC(=O)c2cnc3c(C)cccn3c2=O)c1	106	-0.2
Cc1ccc2sc(N(Cc3cccnc3)C(=O)C3COc4ccccc4O3)nc2c1C (centres undefined)	111	0.9
Cc1nn2c(=O)cc(COC(=O)c3ccc(NC(=O)c4cccs4)cc3)nc2s1	103	-0.8
CCOC(=O)c1[nH]c(COC(=O)c2ccc3c(c2)OCO3)c(C(=O)OCC)c1C	104	0.5
Cc1ccc2c(CC(=O)OC(C)C(=O)Nc3ccc4c(c3)OCCO4)coc2c1 (centres undefined)	102	-0.2
CC(C)(C)Nc1cccccc1=NCc1ccccc1	94	-2.2
Cc1ccc(NC(=O)CCn2c(=O)sc3ccccc32)cc1C	103	0.9
Cc1cccc(C(=O)OC(C)C(=O)NCC2CCCCC2)c1O (centres undefined)	105	0.7
Cc1ccc2c(c1)N(C(=O)CCC(=O)Nc1ccc(F)cc1F)CC(C)O2 (centres undefined)	106	-0.3
O=C1COc2ccc(C(=O)COC(=O)c3cccs3)cc2N1	95	-1
COC(=O)CSc1nnc(CNc2ccc(Cl)cc2)n1Cc1ccccc1	102	0.2
Cc1c(NC(=O)c2ccc(Cl)cc2)cc(C(C)C)c(O)c1S(=O)(=O)c1ccccc1	103	-0.1
COC(CNC(=O)c1ccc(N2CCCC2=O)cc1)OC	101	0.1
Cc1c(C(=O)Nc2ccccc2)sc2nc(-c3cc4ccccc4oc3=O)[nH]c(=O)c12	102	-0.8
CC(C)(C)c1cc(Cl)cc(C(=O)c2ccccc2)c1	104	0.2
c1ccc(OCCn2c(CN3CCCCC3)nc3ccccc32)cc1	102	0
Cc1cc(C)n(CCOc2ccc(Br)cc2)n1	98	-0.2
O=C(CCSCc1cnn(-c2ccccc2)c1-n1cccc1)NC1CCCC1	106	1.1
Cn1nc(-c2ccc(C(N)=O)cc2)c2ccccc2c1=O	102	0.2
COc1ccccc1CNC(=O)CSc1cc(=O)n(C)c2ccccc12	106	0.3
O=C(COc1ccccc1)n1nc(-c2ccccc2)nc1NCc1cccs1	101	-0.6
O=C(OCC(=O)N1CCCc2ccccc21)c1ccccc1O	100	-0.2
OC(Cc1cccnc1)(c1ccccc1)c1ccccc1	89*	-1.8*
CN(C)CCCSc1nc2ccccc2s1	99	-0.7
Cc1ccc(CN(Cc2ccco2)C(=S)NCC(=O)O)cc1	101	0.3
OCn1nc(-c2ccc(Cl)cc2Cl)oc1=S	102	-0.1
O=C(O)COCC(=O)N1CC(=O)Nc2ccccc21	102	0.2
O=C(CO)n1c2ccccc2c2ccccc21	101	0.2
O=C(Cc1ccc(S(=O)(=O)N2CCCC2)s1)N1CCN(Cc2ccccc2)CC1	103	0.1
CCOC(=O)Cn1c(=O)oc2cc(S(=O)(=O)Nc3ccccc3F)ccc21	102	-0.1
CCN(C(=O)c1c(N)cnn1C)c1ccccc1	103	0.5
Cn1c(=O)c2c(SCC(=O)NCc3ccc(F)cc3)nc(-c3ccccc3Cl)nc2n(C)c1=O	104	-1
O=C(O)CC(NS(=O)(=O)c1ccc(Br)s1)c1ccccc1 (centres undefined)	98	-2.1
Cc1ccc(C)c(NC(=O)Cn2c(-c3nonc3N)nc3ccccc32)c1	115	0.8

Structures from the list above containing an aryl methoxy group, in the order listed:
SMILES	Polio RdRp inh	Polio RdRp inh FP z-score
COc1ccc(C)cc1NC(=O)c1ccc(=O)n(Cc2ccccc2)c1	99	-1.3
COc1ccc(-c2noc(CNS(=O)(=O)c3ccccc3)n2)cc1	104	0.4
COc1ccc(C(=O)NC(Cc2ccccc2)C(=O)N2CCCCC2)cc1 (centres undefined)	104	0.1
CCN(C(=O)CSc1nc2ccccc2n1CC(=O)NCc1ccc(OC)cc1)c1ccccc1	107	0.2
COc1ccc(C(=O)c2ccc(C)cc2)cc1	101	0.1
COc1ccccc1C(=O)N1CCCCC1CCN1CCOCC1 (centres undefined)	112	1.2
CCOC(=O)c1cc2nc(Nc3ccc(OC)cc3)sc2s1	103	0.8
CCn1cc(C(=O)OCC(=O)Nc2cc(OC)cc(OC)c2)c(=O)c2ccc(C)nc21	103	-0.7
COC(=O)CNC(=O)c1cn(CC(C)C)c(=O)c2cc(OC)c(OC)cc12	96	-0.6
COc1ccc(CNC(=O)C(OC(=O)c2ccco2)c2ccc(C)cc2)cc1 (centres undefined)	101	-0.4
COc1ccc(CCNC(=O)c2ccc3c(c2)N(Cc2ccc(F)cc2)C(=O)c2ccccc2S3(=O)=O)cc1OC	105	-0.1
COc1ccc(Cc2c(C)nn(-c3nc(C)c(C(=O)Nc4ccc(C)cc4C)s3)c2C)cc1	98	-0.6
COc1ccccc1CNC(=O)CSc1cc(=O)n(C)c2ccccc12	106	0.3

The list continues:
SMILES	Polio RdRp inh	Polio RdRp inh FP z-score
O=C(Nc1ccc2nc(N3CCOCC3)sc2c1)c1cncn1-c1ccccc1	104	0.3
O=C(NCN1C(=O)C2C3C=CC(C3)C2C1=O)Nc1cccnc1 (centres undefined)	100	-0.4
N#C/C(=C\c1ccc(Cl)cc1)c1nc(-c2cc3ccccc3oc2=O)cs1	109	0.8
Cc1nc2nc(C)c(NS(=O)(=O)c3ccc(F)cc3)c(=O)n2[nH]1	107	0.6
CCN1CCN(C(=O)COc2cccc(Br)c2)CC1	102	-0.1
CCOC(=O)N1CCN(C(=O)COC(=O)c2cccc(S(C)(=O)=O)c2)CC1	105	0.2
CCC1CCCCN1C(=O)CSc1nc2c(c(=O)[nH]1)CCC2 (centres undefined)	104	2.4
CCCc1cc(=O)[nH]c(SCc2nc(N)nc(Nc3ccccc3C)n2)n1	108	0.7
Cc1cc(OC(=O)c2cccs2)cc(OC(=O)c2cccs2)c1	103	0.6
O=C(O)CCCCCN1C(=O)C2C3C=CC(C3)C2C1=O (centres undefined)	101	0.1
O=C(CSc1cc(Cl)ccc1Cl)OCC(=O)c1ccccc1	99	-0.6
CC(=O)N(c1ccccc1)c1nc(COC(=O)C2CCC2)cs1	103	-0.1
O=C1/C(=C/c2ccc3ccccc3c2)COc2ccccc21	99	-0.9
NNC(=S)Nc1ccc2c(c1)OCO2	102	0.2
Cc1ccc(C2C(C#N)=C(SCC(=O)N3CCN(Cc4ccccc4)CC3)NC3=C2C(=O)CCC3)cc1 (centres undefined)	98	-1.3
Cc1cc(C)c(C)c(S(=O)(=O)NC(C)C)c1C	105	1.2
CCC1CN(C(=O)NCc2ccccc2)c2ccccc2O1 (centres undefined)	100	-0.8
CCn1nnc2cc(C(=O)OCC(=O)N(C)Cc3cccc(F)c3)ccc21	105	0.3
COCCN1Cc2cccc(C(=O)NCc3cccs3)c2C1=O	99	-0.6

An excerpt from above in order of length of the SMILES, low to high.
SMILES	Polio RdRp inh	Polio RdRp inh FP z-score
NNC(=S)Nc1ccc2c(c1)OCO2	102	0.2
Cc1cc(OC(=O)c2cccs2)cc(OC(=O)c2cccs2)c1	103	0.6
CCCc1cc(=O)[nH]c(SCc2nc(N)nc(Nc3ccccc3C)n2)n1	108	0.7

Source: PubChem BioAssay (ICCB-Longwood Screening Facility, Harvard Medical School)
